L929 necroptosis = inhibitors of zVAD-triggered necroptosis, primary screen, L929 cells. L929 zVAD necroptosis rescue, ATP luminescence, 24 h; with zVAD 60 µM. viability rescue, % at 10 µM. 220,000 compounds, 0.38% hits;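 active = activation, scaled between plate controls, above about 75%, limit read from the data; inactive = activation under that limit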;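 also: 0% = zVAD with DMSO and 100% = DMSO alone without zVAD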
Hck Nef HTS = inhibitors of Nef-activated human Hck kinase, primary screen, biochemical, Z-Lyte FRET, 384-well, Hck-YEEI. Tyrosine-protein kinase HCK (Homo sapiens), P08631. Recombinant Hck-YEEI plus Nef, Z-Lyte FRET kinase assay. inhibition, % at 20 µM. 220,000 compounds, 0.68% hits. AID 463187, 2010;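 active = Hck-Nef kinase inhibition above about 50%, limit read from the data; inactive = inhibition below that limit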;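 also: 0% = DMSO with Hck plus Nef and 100% = Hck alone without Nef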
Target sequence (P08631 whole entry, looked up): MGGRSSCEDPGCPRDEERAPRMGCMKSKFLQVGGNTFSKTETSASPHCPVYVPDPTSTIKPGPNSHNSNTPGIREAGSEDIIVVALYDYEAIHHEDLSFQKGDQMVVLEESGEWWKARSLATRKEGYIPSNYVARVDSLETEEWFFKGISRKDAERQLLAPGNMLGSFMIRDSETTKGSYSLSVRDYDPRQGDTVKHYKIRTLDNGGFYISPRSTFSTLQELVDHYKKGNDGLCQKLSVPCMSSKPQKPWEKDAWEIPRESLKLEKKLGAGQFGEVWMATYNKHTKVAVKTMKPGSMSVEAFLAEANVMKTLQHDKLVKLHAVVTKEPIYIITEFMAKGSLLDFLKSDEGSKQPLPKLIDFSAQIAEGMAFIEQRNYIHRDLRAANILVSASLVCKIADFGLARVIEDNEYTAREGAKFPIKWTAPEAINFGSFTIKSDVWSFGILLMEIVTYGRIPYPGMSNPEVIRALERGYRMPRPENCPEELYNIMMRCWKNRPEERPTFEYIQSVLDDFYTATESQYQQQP
Cl transport mod = KCC2 cotransporter modulators, thallium flux, primary screen, cell-based, HEK293 KCC2, FluoZin-2 fluorescence, MLSMR; KCC2 cells, thallium flux FluoZin-2 fluorescence; AID 1456, 2008; B-score of Tl+ flux slope (higher = more flux/activation; lower = inhibition) at 10 µM; 190,000 compounds, 2.2% hits;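 active = thallium flux slope and its plate-corrected score both differing from the plate sample mean at a set confidence after two filtering rounds, in either direction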;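 also: slope of fluorescence scaled to starting intensity during 10 to 20 s after thallium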
Rad51 HR inh = human RAD51 strand exchange inhibitors, primary screen, biochemical, fluorescence. inhibition, % at 10 µM. DNA repair protein RAD51 homolog 1 (Homo sapiens), Q06609. 200,000 compounds, 0.085% hits. hRad51 DNA strand exchange, fluorescence dequenching;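 active = inhibition above 40% at the single screening dose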;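 also: 0% = DMSO control wells and 100% = blanks with heterologous ssDNA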
Target sequence (Q06609 whole entry, looked up): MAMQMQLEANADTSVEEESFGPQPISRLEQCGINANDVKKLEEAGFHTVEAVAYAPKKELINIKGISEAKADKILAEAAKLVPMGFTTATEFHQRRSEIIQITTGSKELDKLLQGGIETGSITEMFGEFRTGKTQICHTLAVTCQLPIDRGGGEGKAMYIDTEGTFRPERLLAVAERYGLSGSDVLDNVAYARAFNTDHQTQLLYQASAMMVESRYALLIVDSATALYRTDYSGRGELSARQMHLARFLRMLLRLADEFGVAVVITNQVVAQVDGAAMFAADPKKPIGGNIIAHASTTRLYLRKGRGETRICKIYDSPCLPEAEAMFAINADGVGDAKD
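material = hRad51 filaments on single-stranded DNA | reagent = Donor/quencher-labelled 47-bp dsDNA substrate | compound = 10 µM final, single point | schedule = strand-exchange reaction 15 min at room temperature | measured by = fluorescein emission 520 nm, excitation 485 nm | read-out basis = % inhibition versus plate control and blank means | benchmarks = plate controls and plate blanks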
FXIa inh 1536 = human FXIa protease inhibitors, primary screen, biochemical, 1536-well. 220,000 compounds, 0.14% hits. AID 798, 2007. Coagulation factor XI (Homo sapiens), P03951. inhibition, % at 5 µM. purified FXIa, Boc-Glu-Ala-Arg-AMC fluorogenic substrate;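 active = inhibition of at least 40%; inactive = inhibition below 40%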;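 also: fluorescence of freed AMC excited at 355 nm; 0% = enzyme without compound and 100% = no enzyme blank; many of its hits are not listed in these tables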
FXIIa inh = human FXIIa protease inhibitors, primary screen, biochemical, 1536-well; Coagulation factor XII (Homo sapiens), P00748; purified FXIIa, Boc-QGR-AMC fluorogenic substrate, 2 h; inhibition, % at 5 µM; 220,000 compounds, 0.3% hits; AID 800, 2007; in the data active = inhibition above about 40%;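 also: 0% = enzyme with no compound and 100% = blank without enzyme; many of its hits are not listed in these tables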
TNF death inh = inhibitors of TNF-alpha triggered necroptosis, primary screen, cell-based, Jurkat FADD-/-, single concentration; Jurkat FADD-/- TNF necroptosis rescue, ATP luminescence, 24 h; 0 = TNF only, 100 = no-TNF cells; activation (protection from cell death), % at 10 µM; 220,000 compounds, 0.068% hits; AID 463075, 2010;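 active = activation, meaning protection from cell death, of at least 50% relative to plate controls; inactive = activation below 50%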;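 also: necroptosis triggered by 40 ng/mL TNF-alpha added together with compound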
KLK5 inh = human KLK5 protease inhibitors, primary screen, biochemical, 1536-well; 210,000 compounds, 0.59% hits; AID 873, 2007; inhibition, % at 5 µM; recombinant hK5, fluorogenic AMC substrate cleavage;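 active = inhibition of 40% or more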;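 also: 0% = enzyme controls without compound and 100% = no-enzyme blanks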
Target sequence (Q9Y337 67-293 limits assumed): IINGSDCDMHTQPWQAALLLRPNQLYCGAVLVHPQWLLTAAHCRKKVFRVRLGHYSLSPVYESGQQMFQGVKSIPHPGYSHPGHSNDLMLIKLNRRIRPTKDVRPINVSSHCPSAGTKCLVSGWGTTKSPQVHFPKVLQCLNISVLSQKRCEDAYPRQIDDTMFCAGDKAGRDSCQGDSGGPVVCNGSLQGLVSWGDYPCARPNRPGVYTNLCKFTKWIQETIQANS
thrombin 1536 = human alpha-thrombin inhibitors, primary screen, counter-screen for coagulation protease inhibitor project, biochemical, 1536-well, fluorogenic AMC substrate. Prothrombin (Homo sapiens), P00734. Boc-VPR-AMC fluorogenic substrate cleavage. inhibition, % at 5 µM. 220,000 compounds, 0.26% hits;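 active = inhibition at or above 40%; inactive = inhibition below 40%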;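 also: 0% = enzyme with no compound and 100% = wells without enzyme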
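Test system: human alpha-thrombin protein / Dosing: one concentration per compound, 5 µM, with 0.2% DMSO / Medium: pH 7.5 Tris-saline with Tween 20 / Benchmarks: no-compound enzyme wells and no-enzyme blanks / Read-out basis: percent inhibition of thrombin substrate cleavage / Timing: reaction at room temperature / Measured by: fluorescence, ex 355 nm, em 460 nm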
* marks the source's active call; other numbers are inactive results.

How did Cc1nc(N2CCCCC2)c2c(C)c(C(=O)Nc3ccccc3C(F)(F)F)sc2n1 do in these assays?
L929 necroptosis: 4.7; Hck Nef HTS: 18; Cl transport mod: -0.036; Rad51 HR inh: 19; FXIa inh 1536: -4; FXIIa inh: 2; TNF death inh: 2.4; KLK5 inh: -7; thrombin 1536: -11

Results for CC(C)Cn1c(CN2CCCCC2C)nc2c1c(=O)n(C)c(=O)n2C (stereo unspecified) ?
L929 necroptosis: 0.1; Hck Nef HTS: 20; Cl transport mod: 0.82; Rad51 HR inh: 5; FXIa inh 1536: -5; FXIIa inh: 6; TNF death inh: 0.4; KLK5 inh: 0; thrombin 1536: -2

Results for O=C(CN(c1ccc(F)cc1)S(=O)(=O)c1ccc2c(c1)OCCO2)Nc1cccnc1 ?
L929 necroptosis: 0.1; Hck Nef HTS: -1; Cl transport mod: -0.3; Rad51 HR inh: -7; FXIa inh 1536: 1; FXIIa inh: 7; TNF death inh: -0.6; KLK5 inh: 0; thrombin 1536: -6

What do the screens show for `O=C(Cn1cnc2c(nnn2-c2cccc(Cl)c2)c1=O)NCc1ccccc1`?
L929 necroptosis: 0.7; Hck Nef HTS: 10; Cl transport mod: 0.61; FXIa inh 1536: 2; FXIIa inh: 9; TNF death inh: 1.2; KLK5 inh: 3; thrombin 1536: 3

Results for O=C(N/N=C/c1cccc(C(F)(F)F)c1)c1ccc(O)cc1 ?
L929 necroptosis: 14; Hck Nef HTS: 29; Cl transport mod: -1.1; Rad51 HR inh: 18; FXIa inh 1536: -1; FXIIa inh: 6; TNF death inh: 0.3; KLK5 inh: 2; thrombin 1536: -6

What do the screens show for `CC(=O)N1CCc2cc(S(=O)(=O)Nc3cccc(C(F)(F)F)c3)ccc21`?
L929 necroptosis: 2.2; Hck Nef HTS: 3; Cl transport mod: 0.32; Rad51 HR inh: 5; FXIa inh 1536: -6; FXIIa inh: -8; TNF death inh: -7.0; KLK5 inh: -1; thrombin 1536: -7

How did CCOC(=O)CSc1nsc(SCC(=O)OCC)c1C#N do in these assays?
L929 necroptosis: -0.2; Hck Nef HTS: 1; Cl transport mod: -2.8; Rad51 HR inh: 0; FXIa inh 1536: -7; FXIIa inh: 3; TNF death inh: 1.6; KLK5 inh: -6; thrombin 1536: -1

What do the screens show for `COc1nc(Oc2ccc(C(=O)OCC(N)=O)cc2)nc(N(C)C)n1`?
L929 necroptosis: -0.2; Hck Nef HTS: 0; Cl transport mod: -0.17; Rad51 HR inh: 3; FXIa inh 1536: -11; FXIIa inh: 2; TNF death inh: 0.4; KLK5 inh: -18; thrombin 1536: -9

Results for CN(C)c1ccc(CN(C(=O)c2ccco2)C2CCS(=O)(=O)C2)cc1 (stereo unspecified) ?
L929 necroptosis: -0.2; Hck Nef HTS: -3; Cl transport mod: 0.13; Rad51 HR inh: -11; FXIa inh 1536: 7; FXIIa inh: 15; TNF death inh: -2.9; KLK5 inh: 2; thrombin 1536: -2

Results for CCN(CC)CCCN(Cc1cc2cc3c(cc2[nH]c1=O)OCCO3)C(=O)Nc1ccccc1 ?
L929 necroptosis: 0.1; Hck Nef HTS: -1; Cl transport mod: -0.11; Rad51 HR inh: 2; FXIa inh 1536: 3; FXIIa inh: 7; TNF death inh: -4.7; KLK5 inh: -18; thrombin 1536: 2

Some of these compounds in order of formula weight, largest number first:
Results for CCN(CC)CCCN(Cc1cc2cc3c(cc2[nH]c1=O)OCCO3)C(=O)Nc1ccccc1 ?
L929 necroptosis: 0.1; Hck Nef HTS: -1; Cl transport mod: -0.11; Rad51 HR inh: 2; FXIa inh 1536: 3; FXIIa inh: 7; TNF death inh: -4.7; KLK5 inh: -18; thrombin 1536: 2

Results for O=C(CN(c1ccc(F)cc1)S(=O)(=O)c1ccc2c(c1)OCCO2)Nc1cccnc1 ?
L929 necroptosis: 0.1; Hck Nef HTS: -1; Cl transport mod: -0.3; Rad51 HR inh: -7; FXIa inh 1536: 1; FXIIa inh: 7; TNF death inh: -0.6; KLK5 inh: 0; thrombin 1536: -6

What do the screens show for `O=C(Cn1cnc2c(nnn2-c2cccc(Cl)c2)c1=O)NCc1ccccc1`?
L929 necroptosis: 0.7; Hck Nef HTS: 10; Cl transport mod: 0.61; FXIa inh 1536: 2; FXIIa inh: 9; TNF death inh: 1.2; KLK5 inh: 3; thrombin 1536: 3

What do the screens show for `COc1nc(Oc2ccc(C(=O)OCC(N)=O)cc2)nc(N(C)C)n1`?
L929 necroptosis: -0.2; Hck Nef HTS: 0; Cl transport mod: -0.17; Rad51 HR inh: 3; FXIa inh 1536: -11; FXIIa inh: 2; TNF death inh: 0.4; KLK5 inh: -18; thrombin 1536: -9

Next part:
Results for NC(=S)N/N=C/c1coc2ccc(Cl)cc2c1=O ?
L929 necroptosis: 0.2; Hck Nef HTS: 66*; Cl transport mod: -1.4; Rad51 HR inh: 9; FXIa inh 1536: 2; FXIIa inh: 6; TNF death inh: -0.9; KLK5 inh: 0; thrombin 1536: 3

How did CC(C)COc1ccc(/C=C2/Sc3ccccc3C2=O)cc1 do in these assays?
L929 necroptosis: 0.1; Hck Nef HTS: 0; Cl transport mod: 1; Rad51 HR inh: -11; FXIa inh 1536: 3; FXIIa inh: 19; TNF death inh: -2.2; KLK5 inh: 4; thrombin 1536: -1

How did CCn1c(SCC(=O)N2CCC(C(N)=O)(N3CCCCC3)CC2)nnc1-c1ccccc1 do in these assays?
L929 necroptosis: 0.5; Hck Nef HTS: 7; Cl transport mod: 1.3; Rad51 HR inh: 4; FXIa inh 1536: 6; FXIIa inh: 12; TNF death inh: -0.4; KLK5 inh: -7; thrombin 1536: 1

Results for O=C(Nc1nc2ccccc2[nH]1)c1ccc([N+](=O)[O-])cc1 ?
L929 necroptosis: 69; Hck Nef HTS: -28; Cl transport mod: -0.36; Rad51 HR inh: -10; FXIa inh 1536: 12; FXIIa inh: 6; TNF death inh: -1.4; KLK5 inh: 24; thrombin 1536: 29

What do the screens show for `COCCCNC(=O)c1cn(Cc2c(F)cccc2Cl)nn1`?
L929 necroptosis: -0.8; Hck Nef HTS: 3; Cl transport mod: -0.013; Rad51 HR inh: 0; FXIa inh 1536: -8; FXIIa inh: 11; TNF death inh: 2.1; KLK5 inh: -11; thrombin 1536: -15

What do the screens show for `CCOC(=O)Cc1c(C)nc(Cc2ccc(OC(C)C)cc2)[nH]c1=O`?
L929 necroptosis: 1.3; Hck Nef HTS: 25; Cl transport mod: -0.33; Rad51 HR inh: -14; FXIa inh 1536: -2; FXIIa inh: 5; TNF death inh: -0.5; KLK5 inh: 2; thrombin 1536: -13

How did Cc1cc(NC(=O)CCC(=O)N(CC2CCCO2)C(C(=O)NC2CCCC2)c2cccnc2)no1 (stereo unspecified) do in these assays?
L929 necroptosis: 0.0; Hck Nef HTS: -1; Cl transport mod: 0.43; Rad51 HR inh: -4; FXIa inh 1536: -5; FXIIa inh: 1; TNF death inh: -0.2; KLK5 inh: -13; thrombin 1536: -6

Results for CCCCc1nnc(NC(=O)CSc2nc(C)cc(=O)[nH]2)s1 ?
L929 necroptosis: 0.0; Hck Nef HTS: -3; Cl transport mod: -1.9; Rad51 HR inh: -4; FXIa inh 1536: -4; FXIIa inh: 7; TNF death inh: -0.6; KLK5 inh: 0; thrombin 1536: -4

How did Cc1ccc(C(=O)Nc2nc(-c3ccc([N+](=O)[O-])cc3)cs2)o1 do in these assays?
Hck Nef HTS: 4; Cl transport mod: 1.2; FXIa inh 1536: 9; FXIIa inh: 14; TNF death inh: 0.1; KLK5 inh: -6; thrombin 1536: 4

Results for COc1cc(C=O)c(Br)cc1OC1CCCC1 ?
L929 necroptosis: 0.3; Hck Nef HTS: 0; Rad51 HR inh: 1; FXIa inh 1536: -4; FXIIa inh: 2; TNF death inh: -1.1; KLK5 inh: -24; thrombin 1536: -8

Results for Cc1cc(C)c(NC(=O)COC(=O)CSc2ccc(Br)cc2C)c(C)c1 ?
L929 necroptosis: -0.3; Hck Nef HTS: 2; Cl transport mod: 0.71; FXIa inh 1536: 7; FXIIa inh: 11; TNF death inh: 2.2; KLK5 inh: -3; thrombin 1536: 1

Results for CC1CC(=O)N(c2ccc(NCCc3ccccc3)c([N+](=O)[O-])c2)C1=O (stereo unspecified) ?
L929 necroptosis: 1.6; Hck Nef HTS: 9; Cl transport mod: -1.7; FXIa inh 1536: -5; FXIIa inh: 6; TNF death inh: 1.1; thrombin 1536: -3

What do the screens show for `Cn1c(=S)ccc2ccccc21`?
L929 necroptosis: 1.3; Hck Nef HTS: 7; Cl transport mod: -0.21; Rad51 HR inh: -2; FXIa inh 1536: 0; FXIIa inh: 2; TNF death inh: 0.2; KLK5 inh: 0

How did Cc1cccc(NC(=S)NC2CCCC2)n1 do in these assays?
L929 necroptosis: -0.8; Hck Nef HTS: -3; Cl transport mod: 0.026; Rad51 HR inh: 10; FXIa inh 1536: -1; FXIIa inh: 7; TNF death inh: -3.6; KLK5 inh: 1; thrombin 1536: -3

How did CCc1ccc(C(C)NC(=O)c2ccc(F)cc2)cc1 (stereo unspecified) do in these assays?
L929 necroptosis: -0.8; Hck Nef HTS: -2; Cl transport mod: -0.32; Rad51 HR inh: -2; FXIa inh 1536: -4; FXIIa inh: 10; TNF death inh: 6.2; KLK5 inh: -1; thrombin 1536: -1

Results for Nc1nc(Nc2ccccc2)nc(NCc2ccccc2)c1[N+](=O)[O-] ?
L929 necroptosis: 0.9; Hck Nef HTS: 4; Cl transport mod: -0.062; Rad51 HR inh: -31; FXIa inh 1536: 1; FXIIa inh: 4; TNF death inh: -5.2; KLK5 inh: 1; thrombin 1536: -2

How did FC(F)(F)c1nnc2ccc(Sc3ccccn3)nn12 do in these assays?
L929 necroptosis: 6.9; Hck Nef HTS: 20; Cl transport mod: 0.57; Rad51 HR inh: -3; FXIa inh 1536: -3; FXIIa inh: 9; TNF death inh: -0.1; KLK5 inh: 5; thrombin 1536: -13

How did COCCSc1nnc(NC(=O)C2CCCCC2)s1 do in these assays?
L929 necroptosis: 1.2; Hck Nef HTS: 5; Rad51 HR inh: -2; FXIa inh 1536: -1; FXIIa inh: 2; TNF death inh: 2.4; KLK5 inh: 8; thrombin 1536: 1

What do the screens show for `CC(C)(C)c1csc(CS(=O)(=O)c2ccccn2)n1`?
L929 necroptosis: 1.2; Hck Nef HTS: 6; Cl transport mod: -0.01; Rad51 HR inh: 2; FXIa inh 1536: 5; FXIIa inh: 3; TNF death inh: 0.9; KLK5 inh: 6; thrombin 1536: 1

High-throughput results: PubChem BioAssay, several laboratories

The list is partial. The share of hits here may be higher or lower than overall.
